# mcGAS MS inh = mouse cGAS inhibition by mass spec. Q8C6L5. recombinant mouse cGAS, cGAMP by RapidFire MS. inhibition, % at 12.5 µM. 0.18% of 130,000 active. AID 1259397;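 active means inhibition of cGAS enzyme activity at or above 60%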;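 further: enzyme stimulated by 45 bp dsDNA with ATP and GTP substrates; cGAMP share of summed cGAMP plus half ATP and half GTP signals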
# Target sequence (Q8C6L5 whole entry, looked up): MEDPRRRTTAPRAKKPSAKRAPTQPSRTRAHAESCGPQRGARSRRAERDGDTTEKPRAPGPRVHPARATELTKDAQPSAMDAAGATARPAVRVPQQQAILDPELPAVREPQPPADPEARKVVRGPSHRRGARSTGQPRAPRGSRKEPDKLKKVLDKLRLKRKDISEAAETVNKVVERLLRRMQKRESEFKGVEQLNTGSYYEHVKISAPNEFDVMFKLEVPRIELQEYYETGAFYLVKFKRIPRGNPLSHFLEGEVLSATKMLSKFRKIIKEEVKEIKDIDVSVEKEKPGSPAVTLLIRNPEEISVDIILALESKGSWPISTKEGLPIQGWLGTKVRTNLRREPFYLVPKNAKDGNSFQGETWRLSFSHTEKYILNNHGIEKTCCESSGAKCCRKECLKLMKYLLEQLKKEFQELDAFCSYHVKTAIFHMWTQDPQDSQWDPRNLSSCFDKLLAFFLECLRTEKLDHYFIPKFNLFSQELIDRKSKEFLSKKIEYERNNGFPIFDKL
# * hit, by the source's call; & = joins results of further samples.
SMILES,mcGAS MS inh
CC(C)NC(=O)NC(=O)C(C)N1CCN(c2ccc(F)cc2)CC1 (stereo unspecified),-6.0
O=C(CCN1CCCC1=O)NCc1ccc2[nH]c3c(c2c1)CCCC3,-5.1
CC(C)CNC1CCS(=O)(=O)C1 (stereo unspecified),-12.3
CN(C)CCN(Cc1ccccc1)c1nc2ccccc2o1,6.6
O=C(O)C1CSC(c2cc(Br)c(O)c(Br)c2)N1 (stereo unspecified),87.4*
Cc1cnccc1-n1nc(C(C)C)nc1C(C)n1cncn1 (stereo unspecified),-10.9
Cc1ccccc1-c1cc(N)n(CCOC(=O)CC(C)C)n1,-31.1
CCOC(=O)c1nn(-c2ccc(F)cc2)c(=O)cc1NCCCOC,-4.1
Cc1cc(C(=O)N2CCC(C(=O)Nc3ccc(Oc4ccccc4)nc3)CC2)nn1C,-12.9&-7.4
CC1(C)CC2(CCCN3C(=O)CSC32)CCS1 (stereo unspecified),-5.7
CN(C)S(=O)(=O)c1ccc(C(=O)NCc2nnc(SCC(=O)N3CCc4ccccc43)n2-c2ccc(F)cc2)cc1,-4.7
CSCCC(=O)N1CCC(C2CCN(Cc3cccnc3)CC2)C1 (stereo unspecified),-1.9
CCSc1nc(CC(=O)NCc2cc(CC)no2)cs1,-17.2
COc1cn2c(cc1=O)C(=O)N(CCNC(=O)c1ccc(C(C)(C)C)cc1)CC2,-13.0
COc1ccc(C(=O)Nc2cc(-c3nc4ncccc4o3)ccc2C)cc1[N+](=O)[O-],0.4
CCOc1ccc(CNc2nccc(-n3nc(C)cc3C)n2)cc1,-11.0
CCc1noc(CN2CCCc3cc(OC(F)F)ccc32)n1,32.8
Cc1cc(C)n(-c2cccc3cccnc23)n1,-30.7
CN(C(=O)C1CC1)c1ccccc1C(=O)Nc1ccc2c(c1)OCCCO2,-7.0
COC(=O)CCn1c(=O)c2c(nc3n(-c4ccc(OC)cc4)c(C)cn23)n(C)c1=O,-4.0
COc1cccc(COC(=O)C23CC4CC(CC(NC(C)=O)(C4)C2)C3)c1,-10.4
CC(C)n1nc(C(=O)Nc2ccc3c(c2)OCO3)c2ccccc2c1=O,-1.8
Cc1c(Cl)c([N+](=O)[O-])nn1CC(=O)N(C)Cc1ccccc1,-2.0
Cc1ccc(C(=O)NC2c3ccccc3Oc3ccccc32)cc1,-15.0
O=c1[nH]c(N2CCN(c3ccccc3F)CC2)nc2c(-c3ccccc3F)csc12,-4.4
COc1cccc(CN(C)Cc2ccc(Br)s2)n1,-8.4
Cc1cc(NC(=O)NC(C)c2cccc(C(F)(F)F)c2)no1 (stereo unspecified),-14.1
C=CCn1c(=NC(=O)c2ccccc2I)sc2cc(S(C)(=O)=O)ccc21,-7.1
Cc1c(C)n2c3c(cccc13)CC2,-35.1
CC(C)c1ccc(C2OCC(CO)([N+](=O)[O-])CO2)cc1 (stereo unspecified),0.1
CCCC(C)c1nnc(NC(=O)c2cc(OC)nc(OC)n2)s1 (stereo unspecified),2.9
Cn1c(=O)[nH]c(=O)c2c1nc(CN1CCOCC1)n2CCc1ccccc1,-2.5
O=S(=O)(c1cccs1)N1CCCC1c1ccc2c(c1)OCCCO2 (stereo unspecified),-0.4
Cc1cc(C(=O)N2CCCC(C(=O)c3ccc(-c4ccccc4)cc3)C2)nn1C (stereo unspecified),-4.9
Cc1ccc(NC(=O)Cn2c3ccccc3c(=O)c3ccccc32)cc1,-6.8
OC(c1ccccc1)=c1ccc2cccc3ncnc1c23,-27.1
O=C(C1CCCN(C2CCN(CCc3ccccc3)CC2)C1)N1CC=CC1 (stereo unspecified),-10.9
O=C(C1CCCC1)N1CCCC(Nc2ccc(F)cc2)C1 (stereo unspecified),-0.2
O=C1C(=Cc2cccs2)CCCC1=Cc1cccs1,-2.4
Cc1nc2n(n1)C(=O)C(C(c1cccc(Cl)c1)N1CCC(C(N)=O)CC1)S2 (stereo unspecified),-5.4
Cc1nn(C)c(C)c1CC(C)C(=O)N1CCCCC1c1nccs1 (stereo unspecified),7.9
c1ccc2c(c1)c(N1CCCCC1)nn1cnnc21,-8.7
CC(C)CNc1ccc2c(n1)C(=O)N([C@H](C)C(=O)NCCOc1ccccc1)C2,6.4
OCCNc1nc2ccccc2[nH]1,-12.6
Cc1oc(-c2ccccc2)nc1CC(=O)N1CCC2(CN(C)C(=O)O2)C1 (stereo unspecified),-10.6
O=C(CC1CSc2nccc(=O)n21)Nc1nccs1 (stereo unspecified),-2.1
CCOC(=O)CC1(NC(=O)CC2C(=O)NCCN2CC(C)C)CCCCC1 (stereo unspecified),-8.0
O=C(Nc1ccc(Oc2ccccc2F)cc1)C1CCN(C(=O)c2ccco2)CC1,-0.6
O=C(OCC(=O)N1CCC2(CC1)OCCO2)C1C2CC3CC(C2)CC1C3 (stereo unspecified),-2.7
Cc1nn(C)c(C)c1CCC(=O)N1CCN(C(=O)C2CCCO2)CC1 (stereo unspecified),-11.6

# Quoted from the results shown for reference:
SMILES,mcGAS MS inh
CCOC(=O)CC1(NC(=O)CC2C(=O)NCCN2CC(C)C)CCCCC1 (stereo unspecified),-8.0
O=C(Nc1ccc(Oc2ccccc2F)cc1)C1CCN(C(=O)c2ccco2)CC1,-0.6
O=C(OCC(=O)N1CCC2(CC1)OCCO2)C1C2CC3CC(C2)CC1C3 (stereo unspecified),-2.7
Cc1nn(C)c(C)c1CCC(=O)N1CCN(C(=O)C2CCCO2)CC1 (stereo unspecified),-11.6

# Following part
SMILES,mcGAS MS inh
COc1cc(CN(C)C(=O)NCC(c2ccco2)N2CCCC2)ccc1O (stereo unspecified),-14.1
Cc1cccc(CN2CCCC3(CCN(C(=O)CCN4CCCO4)C3)C2)c1 (stereo unspecified),10.6
O=C1CCCN1CC(NCc1cccc(Cl)c1Cl)c1ccccc1 (stereo unspecified),-2.8
CN(CCC1CCOCC1)C(=O)C1CCC(=O)N(CCc2cccc(F)c2)C1 (stereo unspecified),-9.6
Cc1sc2nc(CSc3nnc(NC4CC4)s3)[nH]c(=O)c2c1C,1.9
Cc1cccc(C)c1Nc1ncnc2c1nnn2C,-8.9
CN(Cc1ccc(C(=O)Nc2nccn2C)cc1)Cc1cnc2ccccc2n1,-18.4
NC(=O)c1ccccc1-c1ccc(F)cc1Cl,-12.8
CN(C(=O)c1ccc(NC(=O)CC2SC(N3CCCC3)=NC2=O)cc1)C1CCc2ccccc21 (stereo unspecified),-5.8
CCc1nc(NC(=O)NCc2ccc(C)o2)nn1C,-10.4
COc1ccc(C(=O)CNc2ccccc2C(C)=O)cc1,2.1
COC(=O)C1=C(C)N(c2ccc(Cl)cc2)C(=S)NC1c1cc(OC)c2c(c1)OCO2 (stereo unspecified),-5.3
CN(CCCc1cnn(C)c1)S(=O)(=O)NCc1ccccc1,-32.3
COc1cccc2c1OCCCN(Cc1cn[nH]c1C(=O)O)C2,-10.3
COc1cccc(-n2nnc3c(=O)n(CC(=O)NCc4ccccc4)cnc32)c1,7.5
CCN(Cc1noc(C)n1)C(=O)Cc1c(C)nn(-c2ccccc2)c1C,-16.3
CCC(=O)N1CCN(S(=O)(=O)c2ccccc2Cl)CC1,-3.7
CCOc1ncccc1CNC(=O)Nc1ccc(OC)c(Cl)c1,-30.8
Cn1cccc1C1CCCN1C(=O)Nc1cccc(CS(C)(=O)=O)c1 (stereo unspecified),-7.2
Cc1nc2n(n1)C(=O)C(C(c1cccc(F)c1)N1CCC(C(N)=O)CC1)S2 (stereo unspecified),-4.9
CCN(Cc1ccccc1Cl)Cn1nc(CCC(N)=O)n(C)c1=S,-5.9
CCOCCn1c(CN2CCC(C(N)=O)CC2)nc2c1c(=O)n(C)c(=O)n2C,-7.6
CN(CCNS(C)(=O)=O)C(=O)c1ccc(SC(F)F)cc1,0.2
Cc1cccc(-n2nc3c(c2NC(=O)c2ccc(C(C)(C)C)cc2)CS(=O)C3)c1C (stereo unspecified),-7.6
O=C(NC1CC1)C1CCCN(S(=O)(=O)N2CCOCC2)C1 (stereo unspecified),-5.7
CC12CCC3c4ccc(O)cc4CCC3C1C[C@H](O)[C@@H]2O (stereo partly specified),0.0
CCn1ccnc1CN1CCCC1C(=O)Nc1ccc(-n2ccnc2C)cc1 (stereo unspecified),-3.1
CCSc1nc(CC(=O)NC(C)C(=O)Nc2cc(F)ccc2C)cs1 (stereo unspecified),-10.5
O=C(CN1C(=O)c2ccccc2S1(=O)=O)Nc1ccc(I)cc1,-1.1
CN1C(=O)C2(CCN(c3ncc(F)cn3)CC2)c2ccccc21,-5.9
CC1CCN(C(=O)C(C)Nc2ccc3c(c2)OCO3)CC1 (stereo unspecified),-6.1
O=C(Nc1ccc(-n2nccn2)cc1)c1ccc(O)c(Cl)c1,-11.5
CC(C)c1c(C(=O)OCC(=O)NC2CCCCC2)cnc2ncnn12,-3.7
CC(Nc1ccc(NC(=O)C2CC2)cc1)C(=O)Nc1ccc(F)cc1F (stereo unspecified),1.5
Cc1cc(C)c2cc3c(cc2n1)CCN3CC(O)CO (stereo unspecified),2.3
Cc1cc(NC(=O)Cn2nc(C(=O)N3CCOCC3)cc2C)c2ccccc2n1,-7.7
CC(Cn1cnc2ccccc2c1=O)NCc1nc2ccc(Cl)cc2[nH]1 (stereo unspecified),-29.1
Cc1ccc(Nc2nc(N3CC(C)OC(C)C3)nc3nccnc23)cc1Cl (stereo unspecified),25.7
CC1=NN(c2ccc(C)cc2)C(O)C1 (stereo unspecified),3.3
COC[C@@H]1CCCN1c1nc(N)nc2nc[nH]c12,2.3
CCOc1c(C)cc(COC(=O)CC2CCCO2)cc1C (stereo unspecified),-0.5
COc1ccccc1CCNC(=O)CC1CSc2nccc(=O)n21 (stereo unspecified),-4.0
CCc1ccccc1OC1CN(S(=O)(=O)NCc2ccccc2)C1,-5.8
CCOC(=O)C1(C)CCCN1C(=O)c1ccc(F)cc1Cl (stereo unspecified),-0.1
CC1(C)CC2=NN(c3ccccc3)P(=O)(Nc3ccccc3[N+](=O)[O-])C2=C(N2CCCCC2)C1 (stereo unspecified),27.6
O=C(c1cnc(-c2ccccc2)s1)N1CCCC1Cc1ccccc1 (stereo unspecified),7.0
COCCn1c(=O)c2c(nc3n2CCN3c2ccccc2C)n(C)c1=O,-8.8
COCC1CCN(c2nc3nonc3nc2N2CCSCC2)C1 (stereo unspecified),-1.5
CN1CC(=O)N(CC(=O)N2CCOCC2)C1=O,-4.6
Cc1noc2nc(-c3ccccc3F)cc(C(=O)N(C)C3(C#N)CCC3)c12,-5.2
# (continued)
SMILES,mcGAS MS inh
Cc1cccn2cc(CC(=O)NC3CCCCCCC3)nc12,-8.8
CCOC(C)C(=O)Nc1ncc(C)[nH]1 (stereo unspecified),-4.2
CC(C)CCS(=O)(=O)NCc1sccc1Br,-0.3
COc1cc2c(cc1O)[C@@H](Cc1ccc(O)cc1)[N+](C)(C)CC2,-16.5
Cc1nc(-n2nc(-c3ccco3)cc2NC(=O)c2cc3ccccc3o2)[nH]c(=O)c1C,-7.4
CCC(CC)C(=O)N1CC[C@H](O)C[C@@H]1C(=O)O,-25.9
COc1ccc(NC(C)=O)cc1NC(=O)c1ccc(N2CCCCS2(=O)=O)cc1,-4.8
O=C(c1cn(C/C=C/c2ccccc2)nn1)N1CCC(C(O)c2cccs2)CC1 (stereo unspecified),-5.2
CC(C)(C)c1ccc(C(=O)N2CCC2(C)C(=O)NS(=O)(=O)c2ccc(Cl)cc2)cc1 (stereo unspecified),-6.6
CCc1cc(NC(=O)C2CCC(=O)N2Cc2ccc(C)cc2)n(C)n1 (stereo unspecified),-1.3

# Of the compounds above, 4 have a furan ring, fused or not:
SMILES,mcGAS MS inh
O=C(Nc1ccc(Oc2ccccc2F)cc1)C1CCN(C(=O)c2ccco2)CC1,-0.6
COc1cc(CN(C)C(=O)NCC(c2ccco2)N2CCCC2)ccc1O (stereo unspecified),-14.1
CCc1nc(NC(=O)NCc2ccc(C)o2)nn1C,-10.4
Cc1nc(-n2nc(-c3ccco3)cc2NC(=O)c2cc3ccccc3o2)[nH]c(=O)c1C,-7.4

# Next part:
SMILES,mcGAS MS inh
CCc1ccc(CN(C)C(=O)c2cc(COc3ccc(-n4cncn4)cc3)on2)cc1,-2.5
Cc1nc(Cl)c(C#N)c(C)c1[N+](=O)[O-],1.8
COc1ccc(-c2nn3c(Cc4ccc(OC)c(OC)c4)nnc3s2)c(OC)c1,-8.1
CN(C(=O)c1cccnc1N1CCOCC1)C1Cc2ccccc2C1,-3.1
CCc1ccc2oc(=O)cc(CN(C)C(C)c3ccncn3)c2c1 (stereo unspecified),-20.3
CCNc1ncnc2sc3c(c12)CCCC3,53.7
Cc1noc(C)c1CCC(=O)Nc1ccn(C(C)(C)C)n1,10.9
O=C(C1CCNCC1)N1CCCCC1,-7.2
CCN(CC)c1nc2ccccc2n(C(C)C(=O)Nc2ccc3c(c2)CCC3)c1=O (stereo unspecified),-6.9
CCC(NS(=O)(=O)c1ccccc1)c1ccccc1OCC(=O)NC (stereo unspecified),9.1
CCc1cc(S(=O)(=O)NCc2ccc3c(c2)OCO3)ccc1OC,8.5
Cc1ccn(-c2ccc(NC3CC4CCC3O4)nn2)n1 (stereo unspecified),-5.5
O=C(/C=C/c1ccco1)N1CCCC(CO)(CCc2ccccc2)C1 (stereo unspecified),-12.3
CSc1ccc2cc(CN(C)C(C)c3ccccn3)c(=O)[nH]c2c1 (stereo unspecified),3.5
Cc1cc(-c2cccc(C(C)N3CCCC3)c2)cnc1N (stereo unspecified),-7.7

# Taken from above:
# Value for O=C(/C=C/c1ccco1)N1CCCC(CO)(CCc2ccccc2)C1 (stereo unspecified) under mcGAS MS inh: -12.3
# Value for CCc1cc(S(=O)(=O)NCc2ccc3c(c2)OCO3)ccc1OC under mcGAS MS inh: 8.5
# Value for CSc1ccc2cc(CN(C)C(C)c3ccccn3)c(=O)[nH]c2c1 (stereo unspecified) under mcGAS MS inh: 3.5

# This is a subset. The share of hits here may be higher or lower than overall.
